MCF10A rerep – induces DNA re-replication in MCF 10a normal breast cells | MCF 10A DNA re-replication, Hoechst nuclear intensity, 48 h | Potency, µM (series often up to 46.1 µM), for the others: at the highest dose activity, positive = re-replication, actives largely listed as activators | 350,000 tested, 2.9% active | AID 624296; note: potency is the fitted concentration of half-maximal effect; % of control where 0% means no effect; nearly all actives have a fitted effect of over 50% in size
Nrf2 ARE act – activators of Nrf2 (ARE) signaling | AID 624171 | Potency, µM (highest dose often 46.1 µM), for inactives: at the top dose activation, actives largely listed as activators | AREc32 ARE-luciferase reporter (MCF7-derived line), luminescence, 24 h | 410,000 tested, 0.31% active; note: potency is the fitted concentration of half-maximal effect; % of control where 0% means no effect; nearly all actives have a fitted effect of over 65% in size
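Luminescent ARE reporter assay in AREc32_Fluc cells: overnight plating at 37 deg C, 24 hr compound incubation, Steady-Glo added, 30 min RT before reading.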
IL-1B inflam inh – inhibitors of inflammasome signaling (IL-1 beta secretion); THP-1 LPS/ATP IL-1B secretion, AlphaLISA, 16 h; hits give low values; activity change, % at 57.5 µM; 360,000 tested, 4.7% active; AID 743279; in the data active = activity change below about -50%; inconclusive = mostly about -30% to -49%; note: % is set by controls: 0 for no effect and ±100 for the full control effect
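THP-1 cells pretreated 1 hr with compounds (up to 57.5 uM final), then stimulated with LPS (250 ng/mL final) plus ATP (1.25 mM final); secreted IL-1B measured by AlphaLISA after 16 hr, decreased signal indicating inhibition.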
TGFb SMAD3 inh – inhibitors of TGF-b signaling; HepG2 CAGA-GFP TGF-b/SMAD3 reporter, GFP fluorescence, 18 h; TGF-beta stimulated, 500 pg/mL final; Potency, µM (titrated, usually from 46.1 µM), inactives show top-dose activity, negative = inhibition, actives largely listed as inhibitors; 410,000 tested, 1.2% active; AID 588855; note: potency is the fitted concentration of half-maximal effect; % is set by controls: 0 for no effect and ±100 for the full control effect; nearly all actives have a fitted effect of over 65% in size
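First, reporter cells (HEPG2 CAGA-GFP) rested 2 h at 37 degrees C. Next, compounds were pinned in and TGF-beta added to 500 pg/mL final. After 18 h, GFP was imaged per cell and summed per well.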
S2 tox – cell viability loss in ATXN counter-screen | S2 cells (HEK-293 line with an ATXN2-luciferase reporter) viability, CellTiter-Fluor protease fluorescence, 24 h | Potency, µM (doses to about 56.7 µM), most hits filed as cytotoxic | 400,000 tested, 0.49% active; note: potency is the fitted concentration of half-maximal effect; nearly all actives have a fitted effect of over 40% in size
ATXN2 expr inh – ATXN2 expression inhibition; Potency, µM (highest dose often 57 µM), for the others: at the highest dose activity change, negative = inhibition, usual class: inhibitors; HEK-293 ATXN2-luciferase reporter, luminescence, 24 h; AID 1745845; 360,000 tested, 0.72% active; note: potency is the fitted concentration of half-maximal effect; % is set by controls: 0 for no effect and ±100 for the full control effect; nearly all actives have a fitted effect of over 55% in size
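qHTS (up to 57 uM final) was run with 24 h compound exposure of reporter cells at 37 °C. Each well was multiplexed: SteadyGlo luminescence measured ATXN2-luciferase expression after a fluorogenic Gly-Phe-AFC viability readout (25 uM final).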
Nrf2 inh – Nrf2 pathway inhibition | A549 ARE-Fluc reporter, luciferase luminescence, 18-24 h | Potency, µM (titrated, usually from 46 µM), inactives show at the top dose activity change, negative = inhibition, hits mostly inhibitors | AID 504444 | 360,000 tested, 2.1% active; note: potency is the fitted concentration of half-maximal effect; % is set by controls: 0 for no effect and ±100 for the full control effect; nearly all actives have a fitted effect of over 60% in size
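Concentration-response testing used A549 ARE_Fluc cells at 5000 cells/well. Following an 18-24 h compound incubation, viability was read by fluorescence (Ex 405/Em 525) and luciferase output by luminescence.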
A549 viability – kills or reduces viability of A549 cells in Nrf2 counter-screen; A549 ARE-Fluc cells, CellTiter-Fluor viability, 18-24 h; Potency, µM (doses to about 46 µM), for inactives: top-dose activity change, negative = cytotoxicity, actives largely listed as inhibitors; 390,000 tested, 0.16% active; AID 504648; note: potency is the fitted concentration of half-maximal effect; % is set by controls: 0 for no effect and ±100 for the full control effect
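A549 ARE-Fluc cells in 5% FBS OPTI-MEM, 5000 cells/well, rested 2 h then exposed to compounds in concentration-response for 18-24 h at 37 °C. Viability by CellTiter-Fluor fluorescence (Ex 405/Em 525) after 30 min; luciferase luminescence (BugLite, 15 min, RT) read afterwards.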
HepG2 tox – HepG2 cytotoxicity, counter-screen for TGF-b inhibitors | HepG2 CAGA-GFP viability, ATP luminescence, 18 h | Potency, µM (titrated, usually from 46.1 µM), without a hit: at the top dose activity change, negative = cytotoxicity, actives largely listed as cytotoxic | 410,000 tested, 0.76% active | AID 588856; note: potency is the fitted concentration of half-maximal effect; some results filed as inactive show a strong effect at the top dose
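HepG2 CAGA-GFP cells (1000/well, DMEM with 1% FBS) received compound, then TGF-beta at 500 pg/mL final, and were incubated 18 hours at 37 degrees C. Viability was read by CellTiter-Glo luminescence. Media-only wells were set as complete cell-killing and DMSO as no toxicity.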
* marks the source's active call; other numbers are inactive results; i = inactive; ? = inconclusive; . = no result given; & = joins results of further samples; [ ] = remark or other dose. Unless noted, calls come from the whole dose curve; as a rule, active = well fitted curve in the direction sought with a large enough effect; inconclusive = small, poorly fitted or top-dose-only effect, or another doubt; inactive = no such curve, though single readings can be large; an effect the other way counts as inactive or inconclusive.

SMILES	MCF10A rerep	Nrf2 ARE act	IL-1B inflam inh	TGFb SMAD3 inh	S2 tox	ATXN2 expr inh	Nrf2 inh	A549 viability	HepG2 tox
CC1=CC2=NC(=O)/C(=C\c3ccc(-c4cccc(Cl)c4)o3)C(=N)N2O1	14%	3.4%	23	-15%	?	-28%	6%	-7%	-25%
CN(C)c1cccc2c(S(=O)(=O)NCc3ccc(S(N)(=O)=O)cc3)cccc12	1%	-0.2%	19	-4%	i	-5%	-14%	2%	13%
CCN(CC(=O)NC1CCS(=O)(=O)C1)S(=O)(=O)c1c(C)c(C)cc(C)c1C (stereo unspecified)	-4%	-0.5%	9	2%	i	-8%	6%	-3%	-34%
CN(c1ccc(O)cc1)S(=O)(=O)c1ccc2ccccc2c1	?	4.0%	-62*	-15%	i	-9%	?	-3%	-6%
CCn1c(CNC(=O)c2ccccc2Br)nnc1SCC(=O)NC1=NCCS1	-2%	-0.1%	4	4%	i	-13%	6%	-6%	12%
O=C(OCC(=O)N1CCC(Cc2ccccc2)CC1)c1cc(Br)ccc1O	-3%	-1.0%	23	11%	?	-18%	-5%	-6%	2%
Cc1ccc(Cl)cc1NC(=S)N(CCCN1CCOCC1)Cc1ccco1	0%	5.7%	-22	-14%	i	-14%	?	5%	1%
O=C(c1ccccc1)c1nn(-c2ccccc2)c(=O)cc1-c1ccccc1	.	0.4%	-10	1%	i	4%	.	.	-23%
CCCc1cc(=O)c2c(O)cccc2o1	-6%	0.3%	3	2%	i	11%	11%	0%	8%
CN(C(=O)c1cccc(NC(=O)Cc2cccc(NC(=O)C3CCN(C(=O)CCc4ccccc4)CC3)c2)c1)C1CC1	10%	3.1%	-17	-28%	i	1%	-22%	-2%	8%
COc1cc(Cl)cc(C2NC(=O)NC(C)=C2C(C)=O)c1OCC(=O)O (stereo unspecified)	2%	-0.2%	3	0%	i	0%	-11%	-3%	-1%
CCOC(=O)CCc1c(C)c2ccc(OCc3nn[nH]n3)cc2oc1=O	0%	-0.6%	15	-4%	i	1%	-7%	-1%	-3%
CCOc1ccc2ccccc2c1CNCCN1CCOCC1	-11%	0.2%	-1	28%	i	-16%	6%	0%	1%
Nc1nc2c(s1)CCc1c-2cnn1-c1ccccc1	2%	-2.9%	0	18µM*	?	.	?	-10%	-121%&-10%
CCOc1ccc(CNC(=O)CCC(=O)N2CC(C)Sc3ccccc32)cc1 (stereo unspecified)	.	-0.3%	.	-7%	.	.	13%	0%	-23%
CCc1ccccc1N(C)C(=O)c1sc2nc3n(c(=O)c2c1C)CCCCC3	.	20%	.	-10%	.	.	9%	-11%	-16%
Cc1cccc(OCC(=O)Nc2cc(C)ccc2O)c1	0%	?	11	-9%	i	7%	5%	-4%	-29%
Cn1c(C(=O)Nc2ccccc2)cc2sccc21	5%	13%	8	-1%	i	54%[activator]	?	0%	-33%
NS(=O)(=O)c1ccc(NC(=O)CSc2ccccc2)cc1	-1%	0.2%	-5	-7%	i	.	28%	2%	-4%
O=S(=O)(c1ccccc1)c1nc(-c2cccs2)oc1SCc1ccccc1Cl	.	0.8%	.	-2%	?	14%	1%[9.27 µM]	0%	5%
COCCNC(=O)C1(C)CCCN(Cc2ccc(-c3ccccc3)o2)C1 (stereo unspecified)	.	0.4%	-6	0%	i	-9%	.	.	-4%
CCOC(=O)N1CCC(N2C(=O)c3ccccc3C2Nc2ccc(C)cc2)CC1 (stereo unspecified)	-9%	0.2%	7	-11%	i	1%	5%	-12%	-9%
O=C(/C=C/c1ccccc1[N+](=O)[O-])N1CCN(c2ccc(F)cc2)CC1	2%	-0.7%	-8	12%	i	-8%	-22%	-2%	2%
COCc1cc(C)nc2c1C(=O)NC(c1ccc(F)cc1)N2Cc1ccccc1 (stereo unspecified)	.	0.6%	.	4%	i	5%	.	7%	-2%
Cn1c(SCC(=O)N2CCOCC2)nnc1-c1ccccc1	-6%	-0.8%	9	17%	i	19%	21%	-1%	-13%
O=C(Cc1ccc(S(=O)(=O)N2CCCC2)s1)N1CCOCC1	12%	0.1%	4	-13%	i	5%	3%	3%	7%
O=C(Nc1ccccc1F)c1nc(SCc2ccccc2F)ncc1Cl	.	-0.4%	.	23%	i	-2%	-7%	0%	-12%
COc1cccc2cc(C(=O)NCCc3c(C)[nH]c4ccc(Br)cc34)c(=O)oc12	.	0.3%	.	5%	i	12%	-8%	7%	-4%
Cc1ccc2nc(SC(C)C(=O)Nc3cccc([N+](=O)[O-])c3)[nH]c2c1 (stereo unspecified)	3%	6.5%	-73*	?	i	-25%	21µM*	-15%	-41%
CCSC1=NC2(CCN(C(=O)NC3CCCCC3)CC2)N=C1c1ccc(C)cc1	.	-0.5%	.	9%	i	2%	?	-9%	-1%
CCCCc1ccc(S(=O)(=O)Nc2ccc(C)c(NS(C)(=O)=O)c2)cc1	3%	-0.2%	14	?	i	-17%	-13%	0%	41%
COC(=O)c1ccc(NC(=O)CSc2nccn2CCc2ccccc2)cc1	-9%	0.7%	3	0%	i	58%[activator]	?	-1%	-8%
O=C(Nc1ccccc1F)C1CCCN1S(=O)(=O)c1ccc(Cl)cc1 (stereo unspecified)	10%	-0.9%	-1	-6%	i	-19%	-14%	4%	0%
Cc1ccc(S(=O)(=O)C2(C(=O)Nc3ccc(Br)cc3)CC2)cc1	0%	0.7%	0	-27%	i	-9%	0%	0%	-3%
COc1cccc(Nc2nnc(SCn3nnc4ccccc4c3=O)s2)c1	3%	4.9%	16	-7%	i	13%	?	-6%	-18%
Cc1[nH]n(-c2ccc(Cl)cc2)c(=O)c1/C=N/c1nnc(-c2ccccc2)s1	7%	0.1%	26	-4%	?	23%	10%	-4%	-50%
CC(C)N(CC(N)=O)C(=O)c1sc2cc(F)ccc2c1Cl	-15%	0.4%	5	0%	i	6%	-18%	5%	-5%
COc1ccc(NC(=O)c2sccc2SCc2cccc(C(F)(F)F)c2)cc1	-1%	2.9%	-20	?	i	5%	?	-14%	-29%
O=C(CCc1ccccc1)Nc1ccccc1OC(=O)c1ccccc1	2%	8.4%	31	-4%	i	21%	5%	0%	7%
COC(=O)NC(=S)N1CCOCC1	1%	0.3%	0	3%	i	-6%	-7%	-4%	-3%
CCOc1ccc(NC(=O)COC(=O)CCCc2c[nH]c3ccccc23)cc1	-9%	-0.8%	24	-21%	i	3%	.	-2%	0%
O=C(NCc1ccccn1)NC12CC3CC(CC(C3)C1)C2	6%	-1.0%	9	-29%	i	1%	21%	3%	-13%
Cn1c(=O)c2c(nc3sccn32)n(C)c1=O	-14%	-0.3%	-12	?	i	-5%	4%	5%	-2%
COc1cc(SC)ccc1C(=O)N1CCN(c2ccccc2F)CC1	-2%	0.0%	39	?	i	3%	-17%	7%	0%
Cc1ccc(C)c(NS(=O)(=O)c2ccc(-n3cccn3)cc2)c1	.	3.2%	3	-18%	i	.	.	.	-33%
S=c1[nH]nc(Cc2ccccc2)n1Cc1ccco1	-5%	-0.6%	-10	6%	i	-7%	?	-19%	-81%
Cc1ccc(NC(=O)CNC(=O)c2ccco2)c(Cl)c1	4%	5.8%	48	-7%	?	.	?	16%	-3%
COc1ccc(C(C)=O)cc1CN(c1ccccc1OC)S(=O)(=O)c1cccs1	-7%	-0.5%	7	-6%	?	-12%	9%	1%	-4%
Cc1ccc(Sc2ncccc2C(=O)O)c(C)c1	-7%	-1.1%	10	-10%	i	-1%	-9%	-3%	-17%
Cc1ccc(C(=O)N/C(=C\c2cccc([N+](=O)[O-])c2)C(=O)Nc2cccc(C(=O)O)c2)cc1	-3%	0.3%	-2	-11%	i	-2%	6%	6%	-36%

Other results:
SMILES	MCF10A rerep	Nrf2 ARE act	IL-1B inflam inh	TGFb SMAD3 inh	S2 tox	ATXN2 expr inh	Nrf2 inh	A549 viability	HepG2 tox
O=C(Nc1ccccc1F)c1ccc2sc([C@H]3C[C@H](O)[C@@H](CO)O3)nc2c1	.	-0.2%	19	1%	i	12%	.	.	-19%
COc1cccc2c1cc1c(=O)n(CC(=O)N3CCN(c4cccc(C)c4)C(C)C3)nc(C)n12 (stereo unspecified)	.	-0.7%	.	-1%	.	.	14%	1%	-1%
O=C(O)c1ccc(NC(=S)NC(=O)c2cccc(COc3ccccc3)c2)cc1	-1%	-0.3%	-54*	-2%	i	10%	5%	-3%	-26%
S=C1NC[C@H](Cc2ccccc2)N1CC1CCN(CCCC2CCCC2)CC1	?	5.9%	-67*	-15%	?	-16%	8%	-14%	-28%
O=C(Nc1ccn(CCCNCCc2ccccn2)c(=O)n1)OCc1ccccc1	.	-1.1%	-2	45%[activator]	?	-4%	.	.	34%
Cc1nc(N2CCN(c3ccccc3)CC2)nc2c1C(=O)CCC2	-181%[0.0737 µM]	0.1%	-4	?	i	-30%	?	-11%	-25%
COc1ccc(Cl)cc1S(=O)(=O)N1CCCC(C(=O)NCc2ccncc2)C1 (stereo unspecified)	1%	0.1%	7	-9%	i	-11%	-15%	0%	-15%

Part of the list above, as labelled records:
COc1ccc(Cl)cc1S(=O)(=O)N1CCCC(C(=O)NCc2ccncc2)C1 (stereo unspecified)
  MCF10A rerep: 1%
  Nrf2 ARE act: 0.1%
  IL-1B inflam inh: 7
  TGFb SMAD3 inh: -9%
  S2 tox: i
  ATXN2 expr inh: -11%
  Nrf2 inh: -15%
  A549 viability: 0%
  HepG2 tox: -15%

Cc1nc(N2CCN(c3ccccc3)CC2)nc2c1C(=O)CCC2
  MCF10A rerep: -181%[0.0737 µM]
  Nrf2 ARE act: 0.1%
  IL-1B inflam inh: -4
  TGFb SMAD3 inh: ?
  S2 tox: i
  ATXN2 expr inh: -30%
  Nrf2 inh: ?
  A549 viability: -11%
  HepG2 tox: -25%

COc1cccc2c1cc1c(=O)n(CC(=O)N3CCN(c4cccc(C)c4)C(C)C3)nc(C)n12 (stereo unspecified)
  MCF10A rerep: .
  Nrf2 ARE act: -0.7%
  IL-1B inflam inh: .
  TGFb SMAD3 inh: -1%
  S2 tox: .
  ATXN2 expr inh: .
  Nrf2 inh: 14%
  A549 viability: 1%
  HepG2 tox: -1%

Assay outcomes (PubChem)
